Screening data as filed in PubChem.
uPA generation: qHTS for Inhibitors of Cell Surface uPA Generation. cell surface uPA generation assay, qHTS. Potency, µM (titrated, usually from 38.3 µM), for the others: at the highest dose activity change, negative = inhibition, most hits filed as inhibitors. hit rate 0.31% among 330,000; active = well fitted inhibition curve with a large enough effect; inconclusive = small, poorly fitted or top-dose-only effect; inactive = no such curve, though single readings can be large or run the other way; tested in mouse RAW 264.7 cells; also: potency is read from the fitted curve at half-maximal effect; % is scaled to controls: 0 for no effect and ±100 for the full control effect; nearly all actives have a fitted effect of over 55% in size
BCR signal inh: qHTS Assay to Find Inhibitors of Chronic Active B-Cell Receptor Signaling | hit rate 0.05% among 340,000 | ABC-DLBCL IkBa-CBG/CBR reporter, luminescence ratio, 4 h | Potency, µM (top dose mostly 46.1 µM), for the others: top-dose ratio change, negative = lower green/red ratio, most hits filed as inhibitors | AID 493014, 2011; active = well fitted inhibition curve with a large enough effect in the signal ratio, with a control signal flat, not every such curve was filed as active; inconclusive = small, poorly fitted or top-dose-only effect, or effect the other way, or a change in a side signal; the % refers to the signal ratio;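 also: potency is read from the fitted curve at half-maximal effect; plate controls were basal doxycycline-induced cells for no effect and cells given 10 µM MG132 for full effect; MG132 reads +100%, hits lower the ratio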
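TMD8 human ABC-DLBCL cells with doxycycline-inducible IκBα–green luciferase fusion and unfused red luciferase, in 0.5% FBS medium; compounds up to 46 uM, 4 h at 37C. Green/red luminescence ratio, filter-overlap corrected, fitted to concentration-response curves.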
Tb PFK inh: qHTS Assay to Find Inhibitors of T. brucei phosphofructokinase. ATP-dependent 6-phosphofructokinase (Trypanosoma brucei brucei), O15648. hit rate 0.17% among 330,000. Potency, µM (highest dose often 57.5 µM), without a hit: at the highest dose activity, negative = inhibition, most hits filed as inhibitors. T. brucei PFK, ADP-Glo luminescence;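 also: potency is read from the fitted curve at half-maximal effect; 0% = uninhibited 1x PFK enzyme wells and -100% = no-enzyme wells; nearly all actives have a fitted effect of over 60% in size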
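1.25 nM PFK with 0.5 mM F6P and 0.1 mM ATP in 0.1 M TEA pH 8.0, 5 mM MgCl2, incubated 45 min at room temperature; ADP measured by ADP-Glo luminescence; compounds titrated up to 57 uM.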
Mito fusion act: qHTS Assay for Small Molecule Inhibitors of Mitochondrial Division or Activators of Mitochondrial Fusion; S. cerevisiae fusion-defective mutant growth rescue, CellTiterGlo 48 h; hit rate 0.23% among 320,000; Potency, µM (doses to about 46.1 µM), without a hit: at the highest dose growth rescue (activation), actives largely listed as activators;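 also: potency is read from the fitted curve at half-maximal effect; % of control where 0% means no effect; nearly all actives have a fitted effect of over 45% in size; temperature-sensitive fusion mutants such as fzo1-1 at 37 °C on non-fermentable ethanol glycerol medium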
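Yeast fusion mutant, YPEG (non-fermentable carbon), compound, 48 h at 37C non-permissive; CellTiterGlo added, 10 min RT, luminescence read. Rescued growth = division inhibition.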
TCR act: Activators of T cell receptors: qHTS campaign. primary human leukocytes, anti-CD3, IL-2 HTRF, 48 h. Potency, µM (highest dose often 9.22 µM), for the others: at the highest dose activation of IL-2 secretion, most hits filed as activators. AID 504894, 2011. 330,000 tested, under 10 active; also: % of control where 0% means no effect
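Using a-CD3 beads without co-stimulation, primary human leukocytes were exposed to compounds for 48 hr. An HTRF IL-2 kit measured the cytokine, with europium-to-d2 energy transfer producing emission at 665nm upon 320nm excitation.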
Eya2 phos inh: qHTS Assay for Inhibitors of the Phosphatase Activity of Eya2 | Potency, µM (titrated, usually from 76.9 µM), for the others: at the top dose activity, negative = inhibition, actives largely listed as inhibitors | recombinant Eya2, OMFP fluorescence dephosphorylation (OMFP is methylfluorescein phosphate) | hit rate 0.006% among 330,000 | AID 488837, 2010 | Protein phosphatase EYA2 (Homo sapiens), O00167; also: potency is read from the fitted curve at half-maximal effect; % is scaled to controls: 0 for no effect and ±100 for the full control effect
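Eya2 protein (added as 0.2 uM solution) was preincubated with compound for 10 min at ambient temperature in 50 mM HEPES pH 7.5, 50 mM NaCl, 5 uM MgCl2, 0.05% BSA, 1 mM DTT. OMFP (added at 50 uM) then reacted 10 min; fluorescence read at 485/525 nm.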
ELG1 DNA repair: qHTS screen for small molecules that inhibit ELG1-dependent DNA repair in human embryonic kidney (HEK293T) cells expressing luciferase-tagged ELG1. HEK293T ELG1-luciferase reporter, luminescence, 16 h; DNA damage induced by 5-fluorouridine. hit rate 2.3% among 330,000. Potency, µM (top dose mostly 46.1 µM), inactives show top-dose activity change, negative = inhibition, actives largely listed as inhibitors; also: potency is read from the fitted curve at half-maximal effect; % is scaled to controls: 0 for no effect and ±100 for the full control effect; nearly all actives have a fitted effect of over 55% in size
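Step one: seed 2,000 cells per well. Step two: pin-transfer compound or DMSO alongside 5-fluorouridine. Step three: incubate 16 hr, 37 °C, 5% CO2. Step four: add ONE-Glo, wait 30 min, read luminescence.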
TSG101-PTAP inh: qHTS Assay for Iinhibitors of HIV-1 Budding by Blocking the Interaction of PTAP/TSG101; Tumor susceptibility gene 101 protein (Homo sapiens), Q99816; Fluorescence polarization, FITC-PTAP peptide / Tsg101 binding; Potency, µM (series often up to 115 µM), inactives show at the highest dose activity change, negative = inhibition, actives largely listed as inhibitors; 340,000 tested, under 10 active; AID 493005, 2010; active = well fitted inhibition curve with a large enough effect in the main read-out, with a control signal flat, not every such curve was filed as active; inconclusive = small, poorly fitted or top-dose-only effect, or effect the other way, or a change in a side signal; inactive = no such curve, though single readings can be large or run the other way; also: potency is read from the fitted curve at half-maximal effect; % of control where 0% means no effect
Target sequence (Q99816 whole entry, looked up): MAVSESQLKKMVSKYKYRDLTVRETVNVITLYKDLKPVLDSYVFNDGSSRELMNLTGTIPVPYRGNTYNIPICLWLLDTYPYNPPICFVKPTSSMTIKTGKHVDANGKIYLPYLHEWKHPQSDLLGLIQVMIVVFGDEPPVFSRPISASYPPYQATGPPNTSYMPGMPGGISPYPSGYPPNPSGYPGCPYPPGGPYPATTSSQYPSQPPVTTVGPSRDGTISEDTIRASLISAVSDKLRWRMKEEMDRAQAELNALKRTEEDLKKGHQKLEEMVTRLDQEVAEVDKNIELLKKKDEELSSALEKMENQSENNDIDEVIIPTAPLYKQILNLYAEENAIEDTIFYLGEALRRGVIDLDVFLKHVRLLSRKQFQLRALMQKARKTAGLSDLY
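Fluorescence anisotropy tracks displacement of a FITC-tagged PTAP peptide (50 nM) from the Tsg101 binding domain (10 uM), following a 20 min room-temperature incubation at pH 7.5.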
B2AR arrestin: qHTS assay of beta-arrestin-biased ligands of beta2-adrenergic receptor | Potency, µM (doses to about 46.1 µM), for inactives: at the top dose activation, usual class: activators | hit rate 0.02% among 330,000 | AID 492947, 2010 | Beta-2 adrenergic receptor (Homo sapiens), P07550 | beta-arrestin recruitment to beta2AR, cell-based reporter;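 also: potency is read from the fitted curve at half-maximal effect; 0% = DMSO controls and full agonism = EC100 isoproterenol or metaproterenol; nearly all actives have a fitted effect of over 65% in size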
TSHR antagonist: Antagonists of the Thyroid Stimulating Hormone Receptor: HTS campaign; Thyrotropin receptor (Homo sapiens), P16473; TSHR-expressing cells, TSH-stimulated cAMP HTRF, 2 h; stronger effect = lower value; activity change, negative = inhibition, % at 11.5 µM; hit rate 0.2% among 330,000; AID 504810, 2011;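 active = activity change below a set negative limit, meaning inhibition stronger than a set level, cut at about -70% in these data; inconclusive = activity change between two set negative limits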; also: % is scaled to controls: 0 for no effect and ±100 for the full control effect
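Competitive HTRF cAMP read-out (cryptate anti-cAMP antibody, cAMP-d2; 30 min, room temperature) in freshly harvested TSHR cells. Compounds added before TSH at EC80 (4nM final), followed by 2 hours' incubation at 37 deg C.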
USP2a inh: qHTS Assay for Inhibitors of Ubiquitin-specific Protease USP2a Using CHOP2 as the Reporter; USP2 core, Ub-CHOP2 coupled fluorogenic reporter, 485/531; Potency, µM (top dose mostly 38.3 µM), for the others: at the highest dose activity change, negative = inhibition, most hits filed as inhibitors; hit rate 0.01% among 330,000; AID 463254, 2010;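 also: potency is read from the fitted curve at half-maximal effect; plate controls were DMSO wells for no effect and full inhibition by NEM control for full effect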
Target sequence (O75604 whole entry, looked up): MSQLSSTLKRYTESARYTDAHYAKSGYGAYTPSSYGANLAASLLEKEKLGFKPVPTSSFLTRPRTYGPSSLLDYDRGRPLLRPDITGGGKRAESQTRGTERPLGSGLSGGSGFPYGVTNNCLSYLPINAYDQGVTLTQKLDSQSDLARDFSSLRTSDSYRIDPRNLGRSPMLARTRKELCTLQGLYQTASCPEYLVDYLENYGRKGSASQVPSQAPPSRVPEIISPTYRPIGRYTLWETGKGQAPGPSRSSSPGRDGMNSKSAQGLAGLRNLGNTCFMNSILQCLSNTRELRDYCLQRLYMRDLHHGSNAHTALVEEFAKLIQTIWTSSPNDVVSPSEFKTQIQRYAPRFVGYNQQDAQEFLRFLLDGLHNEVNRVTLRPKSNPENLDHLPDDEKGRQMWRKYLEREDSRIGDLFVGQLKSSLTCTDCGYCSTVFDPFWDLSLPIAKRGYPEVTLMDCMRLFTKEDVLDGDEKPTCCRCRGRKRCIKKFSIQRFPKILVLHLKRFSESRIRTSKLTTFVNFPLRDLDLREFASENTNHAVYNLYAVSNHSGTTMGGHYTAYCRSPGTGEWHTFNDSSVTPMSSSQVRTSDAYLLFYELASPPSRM
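USP2 core (10nM final) preincubated 30min RT with compound in 20mM Tris-HCl pH 8.0, 2mM CaCl2, 2mM beta-mercaptoethanol, 0.05% CHAPS; 25nM Ub-CHOP2 plus 25nM reporter substrate added, fluorescence (Ex485/Em531) read after 60min.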
* hit, by the source's call; ? = inconclusive; . = no result given; [ ] = remark or other dose. Unless noted, calls follow the shape of the dose curve; as a rule, active = well fitted curve in the direction sought with a large enough effect; inconclusive = small, poorly fitted or top-dose-only effect, or another doubt; inactive = no such curve, though single readings can be large; an effect the other way counts as inactive or inconclusive.

SMILES | uPA generation | BCR signal inh | Tb PFK inh | Mito fusion act | TCR act | Eya2 phos inh | ELG1 DNA repair | TSG101-PTAP inh | B2AR arrestin | TSHR antagonist | USP2a inh
CCc1ccc(N2C(=O)Nc3ccccc3C2(O)C(=O)N2CCN(c3ccccn3)CC2)cc1 (configuration not stated) | -10% | ? | -2% | -1% | 3% | -20% | ? | 2% | 0.2% | 1 | 2%
O=C(c1cc2cc([N+](=O)[O-])ccc2oc1=O)N1CCN(C2CCCCC2)CC1 | 2% | 0% | -7% | 9% | 4% | 3% | 10% | -4% | 0.3% | 10 | 4%
O=C(O)CCC(=O)NN1C(=O)c2ccccc2NC1c1ccc(F)cc1 (configuration not stated) | -4% | 6% | 5% | 1% | -6% | -7% | 13% | -2% | -0.3% | 15 | 0%
Cc1c(C)c2c(OCC(=O)Nc3ccc(CCO)cc3)cc3c(c2oc1=O)CCC(C)(C)O3 | -10% | 23% | -5% | 3% | -3% | -19% | 6% | 0% | 0.2% | -10 | 1%
O=C(Cn1c(=O)oc2cc(S(=O)(=O)N3CCCC3)ccc21)Nc1cccc(C(F)(F)F)c1 | -3% | 9% | 1% | 2% | 1% | 17% | 27% | 1% | 0.2% | -18 | -7%
Cc1ccc(S(=O)(=O)NC(=O)NCc2ccc(Cl)cc2)cc1 | 3% | -19% | 24% | 3% | -4% | -10% | 7% | -3% | 0.2% | 13 | -1%
O=C(Nc1ccc(S(=O)(=O)N2CCOCC2)cc1)c1ccc([N+](=O)[O-])o1 | -6% | -4% | 2% | -6% | -1% | 1% | ? | -1% | -0.5% | -8 | 3%
CC(C)(C)n1nc2c(c1NC(=O)Cc1ccc(F)cc1)CSC2 | 15% | 13% | 1% | 2% | 9% | -1% | 5% | 1% | -0.9% | 0 | -3%
Cc1cc2c(c(SCC(=O)NCc3ccc(Cl)cc3)n1)C(=O)OC2 | -1% | 3% | -2% | -1% | 2% | -27% | 3% | -2% | 0.2% | -15 | 0%
Cc1cc(CNC(=O)CC2C(=O)NCCN2Cc2ccccc2C(F)(F)F)on1 (configuration not stated) | 4% | ? | -5% | 3% | -5% | -7% | 14% | 3% | 0.0% | -7 | 1%
O=C(c1cc2nc(-c3ccccc3)cc(C(F)(F)F)n2n1)N1CCN2CCCC2C1 (configuration not stated) | 0% | 1% | 0% | 14% | -1% | -6% | ? | -1% | -0.2% | -12 | 0%
O=C(CCNC(=O)c1ccccc1Cl)Nc1cc(C(F)(F)F)ccc1Cl | 1% | 3% | -1% | 0% | -4%[46.1 µM] | 6% | 0% | -6% | -0.5% | 1 | 3%
O=[N+]([O-])c1ccc(OCCCCN2CCc3ccccc3C2)cc1 | -2% | 2% | 2% | 1% | 13% | 8% | 4% | 0% | 0.1% | 1 | 0%
O=C(NCCOc1ccccc1)C1CCC(=O)N(CCCN2CCCC2=O)C1 (configuration not stated) | 12% | 8% | 0% | -1% | -1% | 13% | -12% | -3% | -0.1% | 5 | 2%
COc1cc(C2C(C(=O)c3cc4ccccc4o3)=C(O)C(=O)N2c2cc(C)on2)cc(OC)c1OC (configuration not stated) | -6% | 9% | 3% | -7% | -8% | 0% | 18% | -8% | -1.1% | 8 | 0%
CCCn1c2ccccc2c2cnn(CC(=O)N(CC)CC)c(=O)c21 | 13% | ? | 1% | -1% | -7% | -2% | 3% | -4% | -0.4% | 6 | -5%
CCOC(=O)c1cnc2ccccc2c1Nc1cccc(C(=O)O)c1 | 0% | 10% | -4% | 1% | 3% | -2% | 2% | -5% | 0.0% | 8 | 3%
O=C(N/N=C/c1cccs1)c1cccc(NC(=O)c2ccc(Cl)cc2)c1 | . | -2% | -3% | -5% | -5%[46.1 µM] | 6% | -29% | . | 0.0% | 2 | 2%
COC(=O)Nc1ccc(S(=O)(=O)N(CCO)CCO)cc1 | . | 1% | -1% | -3% | -4% | -15% | -1% | -5% | -0.4% | -5 | 5%
Cc1nc(NC(=O)c2ccc3c(c2)OCO3)ccc1Br | -4% | ? | -18% | 1% | 7% | -15% | ? | -2% | 0.0% | 2 | 4%
Cc1cc(NC(=O)c2ccc3nc(C)sc3c2)no1 | 5% | 0% | 1% | 2% | -6% | 20% | ? | -2% | 0.2% | 18 | 4%
CCOC(=O)C1CCCN(C(=O)c2cc3cc(OC)c(OC)cc3[nH]2)C1 (configuration not stated) | 1% | 0% | 0% | 2% | -4% | -8% | 0% | 0% | -0.8% | -2 | -1%
Nc1ncnc2c1ncn2[C@@H]1O[C@H](CN=C2NS(=O)(=O)c3ccccc32)[C@@H](O)[C@H]1O | 5% | 3% | 5% | . | -5% | -12% | 14% | 0% | -0.9% | -6 | 3%
CCN(CC)S(=O)(=O)c1cccc(C(=O)NC2CCCCC2)c1 | 7% | 6% | -3% | -7% | . | 3% | ? | . | -0.3% | 61 | 1%
O=C(Cn1ccc2ccccc2c1=O)NCCC(=O)Nc1ccc(F)cc1F | 4% | -4% | -3% | 2% | 9% | -3% | 2% | -3% | -0.1% | -1 | 0%
More structures.
SMILES | uPA generation | BCR signal inh | Tb PFK inh | Mito fusion act | TCR act | Eya2 phos inh | ELG1 DNA repair | TSG101-PTAP inh | B2AR arrestin | TSHR antagonist | USP2a inh
O=S(=O)(NNc1nccc(C(F)(F)F)n1)c1cccc(Cl)c1Cl | 1% | 8% | -14% | 1% | -5% | 4% | 30% | 0% | -0.3% | -1 | -1%
CS(=O)(=O)c1nc(-c2cccs2)cc(C(F)(F)F)n1 | . | ? | -18% | -24% | . | 15% | ? | . | ? | -38 | 4%
CC1CCN(S(=O)(=O)c2cccc(C(=O)Nc3ccccc3)c2)CC1 | . | 9% | 0% | 1% | 0% | -2% | -5% | -5% | 0.0% | -15 | -1%
CCn1nc(C(=O)NNC(=O)C(Cc2ccccc2)NC(N)=O)c2ccccc2c1=O (configuration not stated) | 0% | ? | 0% | . | 4% | -4% | 12% | -5% | -0.5% | 13 | 1%
COc1cccc(C2CC(c3cccs3)Nc3ncnn32)c1 (configuration not stated) | 9% | 1% | 0% | -6% | -1% | -8% | 3% | -1% | -0.1% | 17 | 3%
COc1ccc2nc(C)c3c(c2c1)OC(C(C)(Cl)Br)C3 (configuration not stated) | 1% | 0% | 1% | 7% | 8% | 7% | ? | 0% | -0.9% | -3 | 1%
COc1ccc(C(=O)N[C@H](C(=O)NCCCn2nc(C)cc2C)C(C)C)cc1 | 6% | -1% | 9% | . | -3% | 5% | 0% | 0% | 3.6% | . | 1%
CCN1CCN(c2cc(=O)n(-c3cc(Cl)ccc3C)c(=O)[nH]2)CC1 | . | 0% | 2% | 2% | . | -4% | 0% | -6% | -1.1% | 27 | 5%
CCOc1ncccc1C(=O)N(C)CC(=O)Nc1ccccc1SC | 0% | -2% | -2% | 2% | -3%[46.1 µM] | 3% | 0% | -1% | 0.1% | 10 | 6%
COc1cccc(NC(=O)C2CCCN(c3ncnc4c3nc3n4CCCCC3)C2)c1 (configuration not stated) | -11% | 5% | -4% | 2% | 2% | 6% | 15µM* | 0% | -0.3% | -12 | -1%
COc1ccc(C(=O)NCC2(c3ccccc3)CCCC2)c(OC)c1 | 0% | ? | 11% | 30% | -2% | -8% | -28% | 1% | 2.7% | 2 | 0%

An unsorted share of the library; overall some 3% were active at least once.
